Source: PubChem (Southern Research Specialized Biocontainment Screening Center)
M. tuberculosis: growth inhibition of non-replicating M. tuberculosis (AID 488890); Mycobacterium tuberculosis non-replicating, growth inhibition; higher % means a stronger effect; inhibition, % at 25 µM, or IC50 in µM where a hit was titrated; 320,000 compounds, 0.39% hits; in the data active = a potency from the dose series; inconclusive = inhibition mostly from about 82% at the one dose, without a potency; inactive = the rest, 99 in 100 with inhibition below about 76%;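 note: plate controls were DMSO cells for no effect and high antibiotic wells for full effect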
Salmonella PhoP GFP: PhoP regulon inhibitors, Salmonella typhi PhoP promoter GFP reporter, confirmatory (AID 1850); one-dose inhibition, % at 50 µM; IC50 in µM for titrated hits; Salmonella Typhi PhoP-promoter GFP reporter, fluorescence, 4 h; higher % means a stronger effect; 310,000 compounds, 0.33% hits; in the data active = a potency from the dose series; inconclusive = inhibition mostly from about 25% at the one dose, without a potency; inactive = the rest, 99 in 100 with inhibition below about 19%;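 note: 0% = induced wells with vehicle and 100% = uninduced wells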
M. tuberculosis HTS: M. tuberculosis growth inhibition, HTS (AID 449762); inhibition, % at 25 µM, or IC50 in µM where a hit was titrated; M. tuberculosis H37Rv growth inhibition, 7H9 media; higher % means a stronger effect; 330,000 compounds, 0.59% hits; in the data active = a potency from the dose series; inconclusive = inhibition above about 70% without an active follow-up result;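 note: bacterial growth assessed after seven days of incubation; strong numbers were not always called active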
inhibitors of VEEV: inhibitors of VEEV TC-83 cytopathic effect, confirmation, Vero cells (AID 588727); Vero cells, VEEV TC-83 cytopathic effect inhibition; higher % means a stronger effect; inhibition, % at 20 µM, or IC50 in µM where a hit was titrated; 350,000 compounds, 0.13% hits; in the data active = a potency from the dose series; inconclusive = inhibition mostly from about 14% at the one dose, without a potency; inactive = the rest, 99 in 100 with inhibition below about 12%; note: strong numbers were not always called active
H1N1 NS1A inhibition: NS1A inhibition, H1N1 influenza, cell based functional assay (AID 504329); NS1A functional cell-based assay, percent inhibition; higher % means a stronger effect; one-dose inhibition, % at 12.5 µM; IC50 in µM for titrated hits; 340,000 compounds, 0.3% hits; in the data active = a potency from the dose series; inconclusive = inhibition above about 27% without an active follow-up result; note: strong numbers were not always called active
Numbers without * were called inactive; i = inactive; ? = inconclusive; nt = not tested or not shown.

SMILES | H1N1 NS1A inhibition | inhibitors of VEEV | M. tuberculosis HTS | Salmonella PhoP GFP | M. tuberculosis
COc1ccc(-c2cc(-c3nnc(COC(=O)CC4CCCC4)o3)c3ccccc3n2)cc1OC | -7% | 13% | 10% | -5% | 45%
Cc1cc(=O)oc2cc(NC(=O)CN3C(=O)NC(C)(c4ccccc4)C3=O)ccc12 (centres undefined) | 0% | 5.3% | -11% | -9% | 8%
CC(=O)N1c2ccc(S(=O)(=O)N(C)CC(=O)N(C)Cc3ccccc3)cc2CC1C (centres undefined) | -5% | 0.1% | -9% | 9% | -13%
CC(C)(C)c1ccc(-c2n[nH]c(=S)n2/N=C/c2ccncc2)cc1 | 3% | 0.9% | 1% | 9% | -1%
CN(CC(=O)Nc1ccc(Cl)c(C(F)(F)F)c1)CC(=O)NC1CCCCC1 | -24% | 5.8% | 4% | nt | 71%
CCc1ccc(NS(=O)(=O)c2c(C(=O)N3CCOCC3)c(C)n(C)c2C)cc1 | 1% | 0.5% | 1% | -2% | -10%
CCOC(=O)c1nn(-c2ccccc2)cc1O | -20% | 1.5% | -7% | -6% | -11%
CNc1c(NS(=O)(=O)c2ccc(F)c(Cl)c2)c(=O)oc2ccccc12 | -3% | 1.3% | 7% | -2% | -4%
c1ccc(CNc2ncnc3nc[nH]c23)nc1 | -3% | 1.3% | -3% | nt | nt
Cc1cc(C(=O)OCC(=O)Nc2cccc(S(N)(=O)=O)c2)c(C)o1 | -12% | 2.7% | -2% | nt | -8%
CC(CCC(=O)O)C1CC[C@@]2(C)C3C(=O)CC4C(C)(C)C(O)CC[C@]4(C)C3C(=O)C[C@]12C (some centres undefined) | -5% | i | 4% | -3% | -2%
CCOC(=O)c1c(-c2ccc(C)o2)csc1NC(=O)COC(=O)c1ccc(NC(N)=O)cc1 | 6% | 10% | -5% | -10% | 74%
CCC(C(=O)NC(C)(C)C)N(Cc1ccco1)C(=O)CNS(=O)(=O)c1ccc(OC)cc1 (centres undefined) | -1% | 0.1% | 0% | 8% | -5%
Cc1ccc(NC(=O)COC(=O)c2ccc(Cl)cc2)cc1S(=O)(=O)N(C)C | -1% | 1.3% | 5% | 7% | 25%
O=C(CSCc1cccc(Cl)c1)NCc1ccc2c(c1)OCO2 | 3% | i | -7% | -2% | 10%
Cc1ccc(S(=O)(=O)NCC(=O)Nc2cccc([N+](=O)[O-])c2)cc1 | -2% | 1.7% | 11% | -19% | 8%
c1ccc(CCNc2ncnc3scc(C4COc5ccccc5O4)c23)cc1 (centres undefined) | 20% | i | ? | 2% | 30%
CCN(CC)C(=O)C(=O)N/N=C/c1ccc(C(=O)OC)cc1 | -4% | 0.4% | 5% | -9% | 0%
COc1ccc(C2CC(O)(c3ccccc3)Oc3cc(OC)c(OC)c(OC)c32)cc1 (centres undefined) | -2% | 0.6% | 5% | -7% | 13%
Cc1ccc(S(=O)(=O)N2CC(=NN=C(N)N)C2)cc1 | 2% | 2.4% | -7% | -2% | 4%
c1ccc2c3c([nH]c2c1)C1(CCCCC1)NCC3 | -10% | 0.4% | -1% | 3% | -2%
O=C(O)CCCCCNC(=O)/C=C/c1ccco1 | 0% | i | -3% | -15% | 8%
O=S(=O)(c1cc(Cl)ccc1Cl)n1ccnc1 | -4% | 1.2% | nt | nt | nt
CCN(Cc1ccccc1)S(=O)(=O)c1c(C(=O)N2CCCC2)c(C)n(C)c1C | 2% | i | -6% | 7% | -8%
O=c1ccn([C@@H]2O[C@H](CNCc3ccc(-c4cc(C(F)(F)F)ccc4Cl)o3)[C@@H](O)[C@H]2O)c(=O)[nH]1 | -4% | 1.5% | nt | nt | nt
COCC(C)NCc1cc(Br)ccc1OC (centres undefined) | -10% | 1.6% | -6% | -6% | -3%
Cc1cc(OCc2ccccc2)ccc1/C(O)=C1/C(=O)C(=O)N(Cc2cccnc2)C1c1ccncc1 (centres undefined) | -14% | i | -4% | -1% | 10%
CCCN1CCC(=O)N([C@H](CO)Cc2ccccc2)CC1 | -8% | 1.2% | 0% | -7% | 12%
CCCCc1cc(=O)oc2cc(OCC(=O)NCc3ccccn3)ccc12 | -7% | 1.4% | 0% | 3% | 13%
O=C(COc1ccc2ccccc2c1Br)N1CCN(c2ccccn2)CC1 | 3% | i | 3% | -2% | 6%
COc1ccc(CCNC(=O)CN(c2ccc(OC)c(OC)c2)S(C)(=O)=O)cc1 | 7% | 2.5% | -4% | 9% | 18%
O=C(Nc1cccc([N+](=O)[O-])c1)c1ccc(CN2CCOCC2)cc1 | 19% | 0.1% | 15% | -13% | -4%
CCN(C(=O)COC(=O)c1cc2c(s1)CCCC2)c1c(N)n(Cc2ccccc2)c(=O)[nH]c1=O | -9% | 8.1% | -3% | nt | 18%
CC1CC1C(=O)Nc1nc2ccc(Cl)cc2s1 (centres undefined) | -25% | 4.3% | 17% | 3% | -7%
O=C(CNc1cccc2ccccc12)N/N=C/C(Br)=C/c1ccccc1 | 7% | 0.6% | -13% | 1% | 14%
Cc1ccc(-n2c(O)c(C=Nc3ccc(S(=O)(=O)Nc4ncccn4)cc3)c3ccccc3c2=O)cc1C | -9% | 0.6% | 14% | -5% | 2%
CCOC(=O)N1CCN(CC(=O)Nc2ccc(F)c(F)c2F)CC1 | -9% | 0.5% | 1% | 3% | 15%
COCCN1C(=O)C(=O)/C(=C(/O)c2ccc(S(=O)(=O)N3CCCCC3)cc2)C1c1ccc(OC)c(OC)c1 (centres undefined) | 4% | 1.9% | -7% | 2% | -10%
COc1ccc(CCNC(=O)c2ccccc2NC(=O)c2ccco2)cc1OC | -14% | 11% | 5% | -4% | 8%
CN(C)CCn1nnnc1SCC1=C(C(=O)O)N2C(=O)[C@@H](NC(=O)Cc3csc(N)n3)[C@H]2SC1 | -6% | 0.1% | -1% | -19% | -14%
Cc1ccc(OCCNS(=O)(=O)c2ccc(Cl)cc2)cc1 | -22% | 2.1% | 5% | nt | 36%
Cc1sc2ccccc2c1CNC[C@H]1O[C@@H](n2cnc(C(N)=O)n2)[C@H](O)[C@@H]1O | -13% | 0.3% | nt | nt | nt
CCc1ccc2c(c1)cc(CN(C(=S)Nc1ccccc1C)C1CC1)c1nnnn12 | -1% | i | -14% | -10% | -3%
CCOC(=O)CSc1nc2c(c(=O)n1-c1ccc(OCC)cc1)SCC2 | 7% | 0.6% | -1% | -6% | -14%
O=c1c2c3c(sc2n(CCN2CCCC2)c(=O)n1Cc1ccccc1)CCCCC3 | nt | 3.9% | ? | 9% | 71%
COc1ccc(CCNC(=O)Cn2nc(C(=O)O)c3ccccc3c2=O)cc1OC | -8% | 1.1% | 3% | -4% | -1%
O=C(O)c1ccc(Cn2cc(C(F)(F)F)ccc2=O)cc1 | -8% | 0.5% | 7% | -7% | 25%
Cc1ccc(S(=O)(=O)N2CCN(S(=O)(=O)N3CCCCC3)CC2)c(C)c1 | -3% | i | -2% | 18% | 15%
COc1ccccc1C(=O)NCCn1cc(SCC(=O)NCC2CCCO2)c2ccccc21 (centres undefined) | 6% | 9.6% | -1% | -5% | 2%
CCN(CC(=O)NCc1cccs1)C(=O)c1ccc(S(=O)(=O)Nc2ccccc2C)cc1 | -8% | 5.3% | 0% | -1% | -5%
O=C1OC(Nc2ccc3c(c2)OCO3)c2ccccc21 (centres undefined) | 16% | 0.6% | 26% | -12% | nt
CC(C)CCOc1ccc(-c2c(=O)n(OCc3ccc([N+](=O)[O-])cc3)c3ccccc3[n+]2[O-])cc1 | 4% | 3.1% | -6% | -9% | 59%
Cc1nc(C(=O)Nc2cccc(Cl)c2Cl)nn1-c1cc(OC(C)C)c(Cl)cc1Cl | 13% | 2.6% | 5% | -2% | 4%
Cc1ccc(S(=O)(=O)N(Cc2ccccc2)c2ccccc2C(=O)N2CCCCC2)cc1 | 15% | i | 10% | 4% | 7%
COc1ccccc1C1CCCN1Cc1nc(-c2ccc(C)s2)oc1C (centres undefined) | -7% | 11µM* | 5% | 7% | 46%
O=C(Cn1cnc2ccccc2c1=O)N1CCN(c2ccc(F)cc2)CC1 | -11% | i | 0% | -1% | -3%
COc1cc(/C=C(\C#N)C(=O)N2CCc3ccccc32)ccc1O | -5% | 0.7% | -14% | 11% | 5%
O=C(Nc1ccccc1C(=O)NC1CCCCC1)c1ccccc1 | -10% | 1.2% | 2% | -8% | -11%
Cc1cccc(NC(=O)c2cnc3scc(C)n3c2=O)c1 | 8% | 1.6% | 9% | 12% | nt
Cc1ccc2c(Cl)c(C(=O)Nc3nn[nH]n3)sc2c1 | nt | i | ? | -2% | 32%

By substructure, the entries above containing bromine (3)
SMILES | H1N1 NS1A inhibition | inhibitors of VEEV | M. tuberculosis HTS | Salmonella PhoP GFP | M. tuberculosis
COCC(C)NCc1cc(Br)ccc1OC (centres undefined) | -10% | 1.6% | -6% | -6% | -3%
O=C(COc1ccc2ccccc2c1Br)N1CCN(c2ccccn2)CC1 | 3% | i | 3% | -2% | 6%
O=C(CNc1cccc2ccccc12)N/N=C/C(Br)=C/c1ccccc1 | 7% | 0.6% | -13% | 1% | 14%

(further entries)
SMILES | H1N1 NS1A inhibition | inhibitors of VEEV | M. tuberculosis HTS | Salmonella PhoP GFP | M. tuberculosis
Cc1ccc(C(=O)NCCCN2CCOCC2)c(Cl)c1 | 2% | 1.5% | 1% | -4% | -6%
FC(F)(F)c1cccc(-c2nn[nH]n2)c1 | -9% | 0.9% | -5% | 0% | 5%
COc1ccc(N(CC(=O)N2CCCCCC2)S(=O)(=O)c2ccccc2[N+](=O)[O-])c(OC)c1 | 8% | 2.4% | -3% | 4% | 48%
COc1ccccc1CC(=O)Nc1cc(S(=O)(=O)N2CCOCC2)ccc1N1CCOCC1 | -15% | 5.0% | -1% | nt | 13%
CC(NC(=O)Nc1ccc(Cl)cc1)C1CCCO1 (centres undefined) | -5% | 1.6% | -5% | -7% | -17%
O=C(Nc1ccccc1)Nc1c(F)cccc1F | -10% | i | -2% | -4% | -5%
CS(=O)(=O)N(CC(=O)N1CCN(c2ccc(F)cc2)CC1)c1ccc(F)c(Cl)c1 | 3% | 0.5% | 2% | -2% | 12%
CCCS(=O)(=O)NCCc1cc2ccc(OC)cc2[nH]c1=O | -1% | 5.6% | -4% | nt | nt
COc1ccc(/C=N/NC(=O)c2ccn[nH]2)cc1Cn1cc([N+](=O)[O-])cn1 | -15% | 0.7% | -3% | -1% | -4%
CCC(C)Sc1cccc(-c2nc3ccccn3c2NCc2ccccc2)c1 (centres undefined) | -5% | 4.9% | 10% | nt | 15%
CC1=C(C(=O)Nc2ccc(C(=O)N3CCN(c4cccc(Cl)c4)CC3)cc2)SCCO1 | -2% | 1.6% | 9% | 2% | 22%
Cc1oc2cc3oc(=O)c(CCC(=O)NCCC(=O)O)c(C)c3cc2c1C | -7% | i | 11% | -11% | -15%
COc1cccc(/C=N/NC(=O)c2ccc(CN3c4cccc5cccc(c45)S3(=O)=O)cc2)c1 | 14% | 2.1% | 7% | -8% | -9%
Cc1occc1C(=O)N1CCN(S(=O)(=O)c2ccccc2)CC1 | 12% | 1.3% | -26% | 10% | 5%
O=C(Cn1cc2c(n1)CCCCC2)NCCCN1CCOCC1 | -4% | 0.3% | -7% | 7% | -23%
Cc1ccc(NC(=O)C2CCN(S(=O)(=O)c3c(C)nn(C)c3C)CC2)c(Cl)c1 | -5% | 1.2% | 1% | 2% | 5%
COC(=O)c1ccc(COC(=O)c2nn(C)c(=O)c3ccccc23)cc1 | -2% | 4.3% | 1% | 8% | 18%
O=C(CNC(=O)c1ccc(=O)[nH]c1)Nc1ccc(F)c(F)c1 | -11% | 1.2% | -6% | 4% | 3%
O=C(Nc1cc(C(F)(F)F)ccc1Cl)c1ccncc1 | -1% | i | 0% | 5% | -1%
CC(C)n1c(C(F)(F)F)nc2cc(C(=O)N3CCOCC3)ccc21 | -8% | i | 5% | 8% | -6%
Cc1[nH][nH]c(=O)c1C(c1cc(Br)ccc1O)c1c(C)[nH][nH]c1=O | -5% | 1.5% | -4% | 10% | -14%
CN(C)c1ccc(/C=C(/C#N)C(=O)Nc2nc3c(s2)CCN(Cc2ccccc2)C3)cc1 | 1% | 2.9% | nt | nt | nt
CC(C)(C)OC(=O)N1CCN(c2ccc(NC(=O)c3ccco3)cc2)CC1 | 1% | 2.4% | nt | nt | nt
CCCCOC(=O)CSC1=C(C#N)C(c2ccccc2OC)C(C#N)C(=O)N1 (centres undefined) | 5% | 2.9% | -2% | -3% | 14%
C=CCn1c(NS(=O)(=O)c2ccccc2)c(S(=O)(=O)c2ccc(C)cc2)c2nc3ccccc3nc21 | 15% | 1.0% | 4% | 50µM* | 25%
Cc1cc(C)n(-c2nnc3n2N=C(c2c[nH]c4ccccc24)CS3)n1 | 17% | 12% | 7% | 1% | 10%
